# EBI2 block: blocks human EBI2 receptor beta-arrestin signaling; P32249; inhibition, % at 5 µM; EBI2 beta-arrestin recruitment, luminescence, 7a,25-OHC stimulated; 360,000 compounds, 0.81% hits; in the data active = inhibition above about 38%;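 note: enzyme fragment complementation signal reports receptor beta-arrestin coupling in cells; 0% = agonist plus DMSO wells and 100% = wells without agonist; some results beyond the cut were filed as inactive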
# Target sequence (P32249 whole entry, looked up, the tested form may be a part): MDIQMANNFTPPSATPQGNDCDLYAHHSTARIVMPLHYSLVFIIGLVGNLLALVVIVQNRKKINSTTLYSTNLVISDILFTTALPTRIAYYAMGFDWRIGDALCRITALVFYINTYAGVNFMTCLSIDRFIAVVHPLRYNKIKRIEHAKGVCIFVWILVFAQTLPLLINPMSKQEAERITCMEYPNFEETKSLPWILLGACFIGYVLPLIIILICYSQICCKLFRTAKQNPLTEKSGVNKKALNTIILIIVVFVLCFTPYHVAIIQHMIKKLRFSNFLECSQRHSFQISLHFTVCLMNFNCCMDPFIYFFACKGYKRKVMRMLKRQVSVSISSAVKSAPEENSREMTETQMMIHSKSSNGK
# MPTP block: blocks calcium-induced mitochondrial swelling; isolated mouse mitochondria, Ca2+ swelling absorbance, 30 min; inhibition, % at 10 µM; 360,000 compounds, 1.4% hits; AID 602449;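 active = inhibition of 50% or more, scaled per plate between neutral and stimulator controls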;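 note: 0% = DMSO wells given calcium and 100% = 1 mM EGTA wells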
# * hit, by the source's call. A portion of the library; the hit share may differ from the screen's.
# Each structure is followed by: EBI2 block	MPTP block
> COc1ccc(C(C(=O)NCc2ccccc2)n2c(=O)c(-c3cc4ccccc4[nH]3)nc3ccccc32)cc1 (stereo not drawn)
  -3.2	3.5
> CN(Cc1ccc(Cl)c(Cl)c1)C(C(=O)NCc1ccccc1)c1ccc(C(F)(F)F)cc1 (stereo not drawn)
  21.3	10.1
> CC1(C)CC(Cc2ccc(C(F)(F)F)cn2)N(C(=O)OC(C)(C)C)C1 (stereo not drawn)
  -0.8	-1.3
> COC(=O)[C@@]12C[C@@H](CC(=O)N3CCCCC3)C(=O)N(Cc3ccco3)C1=CCC(C)(C)C2
  2.5	0.1
> CCCCNC(=O)c1nc(-c2cccs2)oc1-c1ccc(Cl)cc1
  -50.9	1.7
> CCc1ccc(N2C=C(C(=O)OC)C(c3ccccc3F)C(C#N)=C2N)cc1 (stereo not drawn)
  -4.4	-0.8
> O=C(C(=O)N1CCN(C(=O)OCc2ccccc2)CC1)c1cccs1
  10.1	0.5
> COc1cccc(C(=O)Nc2ccc3c(c2)OC[C@H](C)N(CCc2ccccc2)C[C@@H](C)[C@@H](OC)CN(C)C3=O)c1
  -4.7	0.9
> COc1ccc(CCN2C(=O)CSCC2(C)C(=O)Nc2ccc3c(c2)OCCO3)cc1OC (stereo not drawn)
  -6.4	1.5
> COC(=O)[C@@]12C[C@@H](CC(=O)NCCC(C)C)C(=O)N(Cc3cccc4ccccc34)C1=CCC(C)(C)C2
  12.7	-2.9
> COC(=O)[C@@]12C[C@@H](CC(=O)NCCCN3CCCC3=O)C(=O)N(Cc3ccccc3)C1=CCC(C)(C)C2
  -1.6	0.9
> COCC(=O)N[C@H]1C=C[C@@H](CC(=O)NCc2ccccc2OC)O[C@@H]1CO
  1.9	-0.6
> O=C(C[C@H]1CC[C@H]2[C@@H](COC[C@H](O)CN2Cc2ccccc2)O1)NCCCN1CCOCC1
  -3.7	-0.3
> CC(C)(C)NC(=O)C(c1ccccc1)n1c(=O)c(-c2cc3ccccc3[nH]2)nc2ccccc21 (stereo not drawn)
  8.7	2.7
> CC(=O)/C=C1\OCc2ccccc21
  -1.6	0.3
> COC(=O)C[C@@H]1C=C[C@@H](NC(=O)c2cccnc2)[C@@H](CO)O1
  -0.8	-0.6
> CCOC(=O)[C@]12CCCC=C1N(CCC1=CCCCC1)C(=O)[C@H](CC(=O)NCc1cccc(C(F)(F)F)c1)C2
  18.1	-2.6
> Cc1cccc(C)c1NC(=O)C(c1ccccc1)N1CCN(C)CC1 (stereo not drawn)
  -5.8	-0.6
> COC(=O)C1=CN(c2ccc3c(c2)OCO3)C(N)=C(C#N)C1c1cccc(F)c1 (stereo not drawn)
  6.9	0.9
> CCOC(=O)N1CCN(C(C(=O)NC2CCCC2)c2ccco2)CC1 (stereo not drawn)
  -2.4	-1.1
> CC1(C(=O)NCc2ccccc2)CSCC(=O)N1C1CC1 (stereo not drawn)
  -5.5	1.2
> CCCCNC(=O)c1nc(-c2cnc(C)cn2)oc1-c1ccc(Cl)cc1
  18.2	-1.1
> Cc1cccc(C)c1NC(=O)C1(C)CN(S(C)(=O)=O)CC(=O)N1Cc1cccc(F)c1 (stereo not drawn)
  -2.4	-0.5
> C=C[C@@H](c1ccccc1)[C@](C)(O)C(=O)O
  -13.2	1.1
> CC1(C(=O)Nc2ccc3c(c2)OCCO3)CN(S(C)(=O)=O)CC(=O)N1CCc1ccc(O)cc1 (stereo not drawn)
  -5.2	0.1
> COC(=O)C[C@@H]1C=C[C@H](NC(=O)Nc2ccc(F)cc2)[C@@H](CO)O1
  -7.4	-0.7
> COC(=O)[C@@]12C[C@@H](CC(=O)NCc3ccc(OC)c(OC)c3)C(=O)N(Cc3ccccc3)C1=CCC(C)(C)C2
  -3.3	-0.9
> COCCCNC(=O)C[C@@H]1C[C@@]2(C(=O)OC)CCCCC=C2N(CCc2ccc(OC)c(OC)c2)C1=O
  -5.1	0.0
> CCC(C(=O)NC(C)(C)C)n1c(-c2cccc(NC(C)=O)c2)nc2ccccc21 (stereo not drawn)
  -6.8	-0.9
> CC(=O)C[C@@H]1SC[C@H](c2ccccc2)N1S(=O)(=O)c1ccc(C)cc1
  2.5	-1.0
> O=C(Nc1ccc(F)cc1)C(c1cc2ccccc2o1)N1CCN(c2ccncc2)CC1 (stereo not drawn)
  -4.0	1.2
> CC(C)(C)OC(=O)Nc1ccccc1-n1nnnc1C(C(=O)c1ccccc1)N1CCN(c2ccccn2)CC1 (stereo not drawn)
  0.5	0.0
> CCOC(=O)N1CCN(C(=O)C[C@@H]2C[C@@]3(C(=O)OCC)CCCC=C3N(CCC3=CCCCC3)C2=O)CC1
  -3.2	-2.6
> COCCCNC(=O)C[C@@H]1C[C@@]2(C(=O)OC)CC(C)(C)CC=C2N(Cc2ccc3c(c2)OCO3)C1=O
  1.6	-1.8
> COC(=O)C1=CN(c2ccccc2OC)C(N)=C(C#N)C1c1cccc([N+](=O)[O-])c1 (stereo not drawn)
  8.9	-0.3
> O=c1c(-c2ccccc2)nc2ccccc2n1C(CCc1ccccc1)c1nc2ccccc2[nH]1 (stereo not drawn)
  9.3	7.3
> COC(=O)[C@@]12C[C@@H](CC(=O)N3CCSCC3)C(=O)N(Cc3ccccc3)C1=CCC(C)(C)C2
  9.6	0.0
> Cc1ccc(S(=O)(=O)N2[C@@H](Cc3ccccc3)CO[C@H]2CC(=O)c2cccs2)cc1
  13.8	1.4
> COC(=O)C[C@@H]1CC[C@@H](NS(=O)(=O)c2ccc(F)cc2)[C@@H](CO)O1
  -5.8	0.2
> O=C1Nc2ccccc2-n2nnnc2C1N1CCN(c2ccc(C(F)(F)F)cn2)CC1 (stereo not drawn)
  -8.2	-0.6
> COC(=O)[C@]12CCCCC=C1N(CCc1ccc(OC)c(OC)c1)C(=O)[C@H](CC(=O)NCc1ccc(C)o1)C2
  -2.1	-0.1
> Cc1cccc(C)c1NC(=O)C(c1ccccc1)n1c(=O)c(-c2cc3ccccc3[nH]2)nc2ccccc21 (stereo not drawn)
  5.5	2.8
> Cc1cccc(C)c1NC(=O)C(c1ccc(C#N)cc1)n1c(=O)c(-c2cc3ccccc3[nH]2)nc2ccccc21 (stereo not drawn)
  8.8	3.1
> CCCCCCCCN1C(=O)[C@H](CC(=O)N2CCCCC2)C[C@@]2(C(=O)OC)CC(C)(C)CC=C12
  16.1	0.8
> Cc1cccc(C)c1NC(=O)C1(C)CSCC(=O)N1Cc1ccco1 (stereo not drawn)
  4.2	1.0
> CC(=O)N1CCC(C(=O)N2c3ccccc3N=C(c3ccc(C(F)(F)F)cc3)C2C(=O)NC2CCCC2)CC1 (stereo not drawn)
  4.8	-0.4
> CCC(C(=O)NC1CCCC1)n1c(C2CC2)nc2ccccc21 (stereo not drawn)
  6.8	-0.4
> O=C(NC1CCCCC1)C(c1cccc2ccccc12)n1c(=O)c(-c2ccco2)nc2ccccc21 (stereo not drawn)
  7.3	-1.2
> Cc1cccc(C)c1NC(=O)C(c1ccc(C(F)(F)F)cc1)n1c(=O)c(-c2cc3ccccc3[nH]2)nc2ccccc21 (stereo not drawn)
  1.5	5.1
> Cc1cccc(C)c1NC(=O)C(c1ccc(C#N)cc1)n1c(=O)c(-c2ccccc2)nc2ccccc21 (stereo not drawn)
  17.8	0.2
> COC(=O)[C@]12CCCCC=C1N(Cc1ccc3c(c1)OCO3)C(=O)[C@H](CC(=O)NCc1cccs1)C2
  0.7	1.0
> O=C(NC1CCCC1)C1C(c2ccccc2)=Nc2ccccc2N1C(=O)c1cc(Cl)cc(Cl)c1 (stereo not drawn)
  7.4	-1.7
> COc1ccc(NC(=O)C(c2ccccc2)n2c(=O)c(-c3cc4ccccc4[nH]3)nc3ccccc32)cc1 (stereo not drawn)
  1.3	1.9
> CC(C)c1cc(Cn2c3ccccc3c(=O)n2C(C)Cn2cc(C3=CCCCC3)nn2)on1 (stereo not drawn)
  2.9	0.4
> O=C(NC1CCCCC1)C(C1CC1)n1c(=O)c(-c2ccco2)nc2ccccc21 (stereo not drawn)
  10.7	0.8
> CCOC1=C2CN(S(=O)(=O)c3ccc(C)cc3)C(c3cccc(Cl)c3)CC2N(S(=O)(=O)c2ccc(Cl)cc2)C(c2ccccc2)C1 (stereo not drawn)
  -12.8	1.5
> Cc1ccc(S(=O)(=O)Nc2ccccc2[N+](=O)[O-])cc1
  3.3	0.7
> Cc1ccc(S(=O)(=O)N2C3CCCCC3O[C@H]2CC(=O)c2cccs2)cc1 (stereo partly drawn)
  3.8	0.1
> CC(C)NC(=O)C1(C)CSCC(=O)N1CCCN1CCOCC1 (stereo not drawn)
  -0.5	-0.3
> CCOC(=O)[C@]12CCCC=C1N(CCC1=CCCCC1)C(=O)[C@H](CC(=O)N1CCN(C(=O)c3ccco3)CC1)C2
  -0.8	-0.7

# In another format: entries from further up.
EBI2 block | MPTP block | structure
7.3 | -1.2 | O=C(NC1CCCCC1)C(c1cccc2ccccc12)n1c(=O)c(-c2ccco2)nc2ccccc21 (stereo not drawn)
1.5 | 5.1 | Cc1cccc(C)c1NC(=O)C(c1ccc(C(F)(F)F)cc1)n1c(=O)c(-c2cc3ccccc3[nH]2)nc2ccccc21 (stereo not drawn)

# Remaining list, next part:
# Each structure is followed by: EBI2 block	MPTP block
> CO[C@@H]1CN(C)C(=O)c2cc(NC(=O)NC3CCCCC3)ccc2OC[C@@H](C)N(CC2CCOCC2)C[C@@H]1C
  -9.4	6.8
> CCC(c1nc2ccccc2[nH]1)n1c(=O)c(-c2ccccc2)nc2ccccc21 (stereo not drawn)
  -3.4	-2.5
> COC(=O)C[C@@H]1CC[C@@H](NC(=O)NC2CCCC2)[C@@H](CO)O1
  0.8	-2.1
> COC(=O)C1=CN(c2ccc(F)cc2)C(N)=C(C#N)C1c1ccc(-c2ccccc2)cc1 (stereo not drawn)
  11.0	0.9
> Nc1sc(-c2ccccc2)cc1C(=O)NCCc1ccc(Cl)cc1
  7.5	-1.5
> COC(=O)C[C@@H]1OC[C@H](Cc2ccccc2)N1S(=O)(=O)c1ccc(C)cc1
  3.1	1.7
> COCCN1C(=O)CN(S(C)(=O)=O)CC1(C)C(=O)Nc1ccc2c(c1)OCCO2 (stereo not drawn)
  8.3	0.1
> CC(=O)C[C@@H]1OC[C@H](C(C)C)N1S(=O)(=O)c1ccc(C)cc1
  6.2	-0.1
> CCCCNC(=O)C[C@@H]1C[C@@]2(C(=O)OCC)CCCC=C2N(CCc2ccc(OC)c(OC)c2)C1=O
  3.2	-0.6
> COC(=O)[C@@]12C[C@@H](CC(=O)NCc3ccc(OC)c(OC)c3)C(=O)N(Cc3ccc4c(c3)OCO4)C1=CCC(C)(C)C2
  -1.9	1.0
> COC(=O)C1=CN(c2ccc(N3CCOCC3)cc2)C(N)=C(C#N)C1c1ccccc1 (stereo not drawn)
  -9.3	-0.3
> COc1ccc(C2=Nc3ccccc3N(C(=O)c3cccnc3)C2C(=O)NC2CCCC2)cc1 (stereo not drawn)
  0.7	-0.3
> COC(=O)[C@]12CCCCC=C1N(Cc1ccc3c(c1)OCO3)C(=O)[C@H](CC(=O)NCc1ccc(C)o1)C2
  0.2	1.6
> COc1ccc(NC(=O)C(C2CC2)n2c(=O)c(-c3ccco3)nc3ccccc32)cc1 (stereo not drawn)
  5.5	0.5
> CCC(=O)N[C@H]1CC[C@@H](CCn2cc(C3CC3)nn2)O[C@@H]1CO
  -5.0	1.9
> CC1(C(=O)NCc2ccccc2)CN(S(C)(=O)=O)CC(=O)N1CC(F)(F)F (stereo not drawn)
  1.4	5.4
> COc1ccc(NC(=O)C(c2ccncc2)n2c(=O)c(-c3ccccc3)nc3ccccc32)cc1 (stereo not drawn)
  4.3	2.7
> Cc1ccc([C@H]2C(C(=O)O)=CCN2S(=O)(=O)c2ccc(C)cc2)cc1
  -11.3	0.0
> CCC(c1nc2ccccc2[nH]1)n1c(-c2cnccn2)nc2ccccc21 (stereo not drawn)
  -8.3	0.7
> O=C(NC1CCCCC1)C(c1ccncc1)n1c(=O)c(-c2cc3ccccc3[nH]2)nc2ccccc21 (stereo not drawn)
  -6.5	2.0

# Another view of two compounds above:
COc1ccc(C2=Nc3ccccc3N(C(=O)c3cccnc3)C2C(=O)NC2CCCC2)cc1 (stereo not drawn)
  EBI2 block = 0.7; MPTP block = -0.3
COC(=O)[C@]12CCCCC=C1N(Cc1ccc3c(c1)OCO3)C(=O)[C@H](CC(=O)NCc1ccc(C)o1)C2
  EBI2 block = 0.2; MPTP block = 1.6

# Going on with the list.
# Each structure is followed by: EBI2 block	MPTP block
> CC(C)NC(=O)C1(C)CN(S(C)(=O)=O)CC(=O)N1CC(F)(F)F (stereo not drawn)
  -9.0	-1.3
> COC(=O)[C@@]12C[C@@H](CC(=O)N3CCC(c4ccccc4)CC3)C(=O)N(Cc3cccc4ccccc34)C1=CCC(C)(C)C2
  7.1	-0.4
> CCOC(=O)C1=CCN(S(=O)(=O)c2ccc(F)cc2)C1c1ccc(F)cc1 (stereo not drawn)
  0.3	0.4
> Cc1ccc(S(=O)(=O)N2[C@@H](CO)CO[C@H]2CC(=O)OCc2ccccc2)cc1
  2.1	0.1
> COc1ccc(N2c3ccccc3CN(Cc3ccccc3)[C@@H](C)[C@H]2Cc2ccc(-c3ccccc3)cc2)cc1
  1.8	1.6
> CC(C)NC(=O)C1(C)CSCC(=O)N1C1CCN(Cc2ccccc2)CC1 (stereo not drawn)
  -2.5	-0.1
> CCCCCCCCN1C(=O)[C@H](CC(=O)NCc2ccccc2)C[C@@]2(C(=O)OCC)CCC=C12
  8.8	-3.1
> Cc1cccc(C)c1NC(=O)C1(C)CN(S(C)(=O)=O)CC(=O)N1CC(F)(F)F (stereo not drawn)
  -1.5	-0.2
> COC(=O)[C@@]12C[C@@H](CC(=O)NCCCCc3ccccc3)C(=O)N(Cc3ccc4c(c3)OCO4)C1=CCC(C)(C)C2
  35.3*	-1.0
> Cc1cccc(C)c1NC(=O)C1(C)CN(S(C)(=O)=O)CC(=O)N1Cc1cccs1 (stereo not drawn)
  0.2	-0.4
> Cc1ccc(S(=O)(=O)N2C3CCCCC3O[C@H]2CC(=O)c2ccc(F)cc2)cc1 (stereo partly drawn)
  19.0	-1.5
> O=C(NCc1ccccc1)C(c1ccccc1)n1c(=O)c(-c2cc3ccccc3[nH]2)nc2ccccc21 (stereo not drawn)
  -13.0	0.9

# Assay outcomes deposited in PubChem by Sanford-Burnham Center for Chemical Genomics.
